HIV Rev-RRE inh = inhibitors of HIV-1 Rev-RRE RNA interaction; AID 704; P05866; Rev peptide-RRE RNA binding, FRET; 0.79% of 97,000 active; inhibition, % at 8 µM;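 active = inhibition above the screen-wide mean plus 3 SD, cut at about 35% in these data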;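 note: 0% = median DMSO wells and 100% = median Neomycin B control wells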
Target sequence (P05866 whole entry, looked up): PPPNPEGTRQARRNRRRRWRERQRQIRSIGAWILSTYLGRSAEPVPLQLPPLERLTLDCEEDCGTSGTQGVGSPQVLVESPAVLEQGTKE
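Test system – labelled RRE RNA duplex and labelled Rev peptide · Reagent – labelled Rev peptide · Doses – one concentration, 8 µM nominal · Incubation – 5 + 15 min at 25 °C · Signal – FRET fluorescence readout · Read-out basis – % inhibition of FRET ratio versus controls · Control set – DMSO wells as 0% and neomycin B wells as 100% inhibition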
PLK1 kinase inh = inhibitors of human PLK1 kinase; recombinant PLK1 kinase, TR-FRET peptide phosphorylation; P53350; 0.53% of 97,000 active; inhibition, % at 10 µM;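 active = inhibition of 50% or more in the single-concentration screen; inactive = inhibition below 50%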;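 note: 0% = DMSO max control and 100% = H-89 dihydrochloride min control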
PLAP act = human PLAP activation | P05187 | purified PLAP enzyme, luminescent substrate read-out; stronger effect = higher value | activation fold at 20 µM | 1.2% of 96,000 active; in the data active = activation fold above about 2
Target sequence (P05187 whole entry, looked up): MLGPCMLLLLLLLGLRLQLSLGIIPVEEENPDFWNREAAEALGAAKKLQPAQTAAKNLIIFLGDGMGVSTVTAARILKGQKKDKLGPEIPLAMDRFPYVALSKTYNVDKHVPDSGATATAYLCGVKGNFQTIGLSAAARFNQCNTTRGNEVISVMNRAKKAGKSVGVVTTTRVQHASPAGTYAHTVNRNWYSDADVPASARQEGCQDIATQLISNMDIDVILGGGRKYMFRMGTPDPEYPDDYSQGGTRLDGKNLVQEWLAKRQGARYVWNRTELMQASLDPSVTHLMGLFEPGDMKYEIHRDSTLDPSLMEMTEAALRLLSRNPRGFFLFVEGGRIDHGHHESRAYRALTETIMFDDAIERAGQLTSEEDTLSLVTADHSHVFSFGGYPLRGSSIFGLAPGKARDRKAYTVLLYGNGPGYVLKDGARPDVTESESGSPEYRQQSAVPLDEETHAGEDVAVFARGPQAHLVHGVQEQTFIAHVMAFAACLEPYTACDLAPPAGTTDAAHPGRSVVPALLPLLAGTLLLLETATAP
FAK inh = inhibitors of human focal adhesion kinase; inhibition, %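 (tested at 7 µM)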; 0.84% of 97,000 active; biochemical FAK kinase activity assay; Q05397; in the data active = inhibition above about 19%;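 note: 0% = DMSO and 100% = reference compound high control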
S1P2 ag = S1P2 (human) receptor agonism; S1P2-expressing cell line, agonist reporter read-out; activation, % at 4.5 µM; 0.46% of 97,000 active; in the data active = activation above about 16%;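 note: 0% = vehicle low control and 100% = maximal reference agonist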
EphB4 ephrin blk = blocks human EphB4 binding to ephrin-B2; P54760; EphB4 LBD / TNYL-RAW-Alexa532 peptide, fluorescence polarization; inhibition, % at 7 µM; 0.15% of 97,000 active;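 active = inhibition above the screen-wide mean inhibition plus 3 SD, cut at about 15% in these data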;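 note: 0% = DMSO wells and 100% = excess unlabeled TNYL-RAW peptide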
S1P2 blocker = S1P2 (human) receptor antagonism. 0.21% of 97,000 active. cell-based S1P2 antagonist assay, inhibition at 5 uM. inhibition, % at 5 µM. O95136; in the data active = inhibition above about 45%;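 note: CRE beta-lactamase reporter cells expressing human S1P2 stimulated with S1P; 0% = agonist at EC80 alone and 100% = agonist plus reference antagonist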
Plk1 PBD FP = blocks phosphopeptide binding to human Plk1 polo box domain. P53350. Plk1 PBD phosphopeptide binding, fluorescence polarization. inhibition, %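 (tested at about 20 µM)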. 0.13% of 97,000 active; in the data active = inhibition above about 34%, passing the limit was not always enough
MT1-MMP txn act = MT1-MMP promoter transcription activation. HT1080 MT1-MMP promoter luciferase reporter, luminescence, overnight; stronger effect = higher value. activation factor at 10 µM. 0.16% of 86,000 active;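 active = activation factor of at least 2 for MT1-MMP transcription at 10 µM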
* hit, by the source's call; x = no result given. Rows were taken by chance, and some 3.9% of all compounds hit somewhere here.

A first look, 13 compounds:
PLK1 kinase inh | S1P2 blocker | PLAP act | Plk1 PBD FP | HIV Rev-RRE inh | EphB4 ephrin blk | MT1-MMP txn act | FAK inh | S1P2 ag | structure
-4.6 | 3.0 | x | -7.3 | 6.6 | 6.7 | 1.1 | -0.9 | -2.1 | CC1CCN(CC(=O)N2CC(=O)Nc3ccccc32)CC1
-2.6 | -8.7 | 1.2 | -11.7 | 2.6 | -0.5 | 1.1 | -1.9 | -4.2 | COc1ccccc1-n1c(C)nc(=O)c(-c2ccccc2)c1C
-12.8 | 17.1 | 1.3 | 1.1 | 20.3 | 3.7 | x | 3.0 | -6.3 | Cc1c(C(=O)NCCSCc2ccc(Cl)cc2Cl)cccc1[N+](=O)[O-]
-7.8 | 5.8 | x | -16.8 | 8.7 | -10.5 | 1.3 | 0.7 | -3.8 | COc1ccc(S(=O)(=O)N2CCCN(S(=O)(=O)c3ccc(OC)c(C)c3)CC2)cc1C
-19.7 | -18.2 | 0.9 | -0.4 | 5.5 | -2.0 | x | -0.9 | -4.2 | O=C(Nc1ccccc1)C1Cc2ccccc2CN1C(=O)c1ccco1 (stereo unspecified)
-9.7 | 12.9 | 0.9 | 15.2 | -1.7 | -3.9 | 1.2 | 3.5 | -6.4 | CCOC(=O)/C=c1\s/c(=C(\C#N)C(=O)NC)n(-c2ccccc2)c1=O
-17.6 | 7.9 | 1 | -3.2 | 30.9 | -7.1 | 1.1 | 7.6 | -6.3 | CCN1C=C(Cc2cccs2)C2=C(C1)C(c1cccs1)C(C#N)=C(N)O2 (stereo unspecified)
-7.1 | 18.6 | 1.1 | -13.5 | 6.7 | 2.7 | 1 | 2.2 | -7.5 | Cn1nnnc1SCCNCc1ccncc1
-7.1 | 7.4 | 0.9 | 11.7 | 4.7 | -2.3 | x | -6.3 | -5.0 | O=C1C2C(c3ccccc3)C=CC(c3ccccc3)C2C(=O)N1c1ccncc1 (stereo unspecified)
29.1 | 15.1 | x | 11.9 | 4.1 | 0.8 | 1.1 | 39.4* | -4.7 | CN(C)c1ncc(C2=C(Cl)C(=O)C(N3CCCC3)=C(Cl)C2=O)s1
3.3 | 13.5 | 0.8 | -2.7 | 6.6 | 1.9 | x | -5.6 | -0.8 | O=c1c2ccsc2ncn1Cc1ccc(Cl)cc1
12.8 | 11.5 | 1.3 | 8.8 | 9.4 | 10.4 | 1.2 | 2.5 | -6.1 | COCCNC(=O)C(c1ccc(O)cc1)N(Cc1ccco1)C(=O)CCC(=O)Nc1nccs1 (stereo unspecified)
-0.8 | 14.3 | 0.8 | 21.6 | 6.9 | 0.0 | 0.9 | 4.2 | -10.1 | COC(=O)CNC(=O)C(C)NC(=O)OCc1ccccc1 (stereo unspecified)

The whole of this part, from the start:
PLK1 kinase inh | S1P2 blocker | PLAP act | Plk1 PBD FP | HIV Rev-RRE inh | EphB4 ephrin blk | MT1-MMP txn act | FAK inh | S1P2 ag | structure
-4.6 | 3.0 | x | -7.3 | 6.6 | 6.7 | 1.1 | -0.9 | -2.1 | CC1CCN(CC(=O)N2CC(=O)Nc3ccccc32)CC1
-2.6 | -8.7 | 1.2 | -11.7 | 2.6 | -0.5 | 1.1 | -1.9 | -4.2 | COc1ccccc1-n1c(C)nc(=O)c(-c2ccccc2)c1C
-12.8 | 17.1 | 1.3 | 1.1 | 20.3 | 3.7 | x | 3.0 | -6.3 | Cc1c(C(=O)NCCSCc2ccc(Cl)cc2Cl)cccc1[N+](=O)[O-]
-7.8 | 5.8 | x | -16.8 | 8.7 | -10.5 | 1.3 | 0.7 | -3.8 | COc1ccc(S(=O)(=O)N2CCCN(S(=O)(=O)c3ccc(OC)c(C)c3)CC2)cc1C
-19.7 | -18.2 | 0.9 | -0.4 | 5.5 | -2.0 | x | -0.9 | -4.2 | O=C(Nc1ccccc1)C1Cc2ccccc2CN1C(=O)c1ccco1 (stereo unspecified)
-9.7 | 12.9 | 0.9 | 15.2 | -1.7 | -3.9 | 1.2 | 3.5 | -6.4 | CCOC(=O)/C=c1\s/c(=C(\C#N)C(=O)NC)n(-c2ccccc2)c1=O
-17.6 | 7.9 | 1 | -3.2 | 30.9 | -7.1 | 1.1 | 7.6 | -6.3 | CCN1C=C(Cc2cccs2)C2=C(C1)C(c1cccs1)C(C#N)=C(N)O2 (stereo unspecified)
-7.1 | 18.6 | 1.1 | -13.5 | 6.7 | 2.7 | 1 | 2.2 | -7.5 | Cn1nnnc1SCCNCc1ccncc1
-7.1 | 7.4 | 0.9 | 11.7 | 4.7 | -2.3 | x | -6.3 | -5.0 | O=C1C2C(c3ccccc3)C=CC(c3ccccc3)C2C(=O)N1c1ccncc1 (stereo unspecified)
29.1 | 15.1 | x | 11.9 | 4.1 | 0.8 | 1.1 | 39.4* | -4.7 | CN(C)c1ncc(C2=C(Cl)C(=O)C(N3CCCC3)=C(Cl)C2=O)s1

Quoted at random: two records from the list.
PLK1 kinase inh | S1P2 blocker | PLAP act | Plk1 PBD FP | HIV Rev-RRE inh | EphB4 ephrin blk | MT1-MMP txn act | FAK inh | S1P2 ag | structure
-9.7 | 12.9 | 0.9 | 15.2 | -1.7 | -3.9 | 1.2 | 3.5 | -6.4 | CCOC(=O)/C=c1\s/c(=C(\C#N)C(=O)NC)n(-c2ccccc2)c1=O
-17.6 | 7.9 | 1 | -3.2 | 30.9 | -7.1 | 1.1 | 7.6 | -6.3 | CCN1C=C(Cc2cccs2)C2=C(C1)C(c1cccs1)C(C#N)=C(N)O2 (stereo unspecified)

The listing continues:
PLK1 kinase inh | S1P2 blocker | PLAP act | Plk1 PBD FP | HIV Rev-RRE inh | EphB4 ephrin blk | MT1-MMP txn act | FAK inh | S1P2 ag | structure
3.3 | 13.5 | 0.8 | -2.7 | 6.6 | 1.9 | x | -5.6 | -0.8 | O=c1c2ccsc2ncn1Cc1ccc(Cl)cc1
12.8 | 11.5 | 1.3 | 8.8 | 9.4 | 10.4 | 1.2 | 2.5 | -6.1 | COCCNC(=O)C(c1ccc(O)cc1)N(Cc1ccco1)C(=O)CCC(=O)Nc1nccs1 (stereo unspecified)
-0.8 | 14.3 | 0.8 | 21.6 | 6.9 | 0.0 | 0.9 | 4.2 | -10.1 | COC(=O)CNC(=O)C(C)NC(=O)OCc1ccccc1 (stereo unspecified)
-10.4 | 11.2 | 1.1 | 17.4 | 0.7 | 4.0 | 1.1 | -1.7 | -5.7 | CCOC(=O)C1=C(c2ccccc2)N(C)C(=O)NC1c1ccc(O)c(OC)c1 (stereo unspecified)
-3.1 | 0.3 | 1.5 | 15.7 | -0.5 | -2.9 | 1.1 | -1.6 | -2.7 | CCOC(=O)N1CCC(NC(=O)c2cccc3c2C(=O)N(CCOC)C3)CC1
-10.9 | 15.8 | 1.2 | 5.9 | 8.8 | 3.4 | 1.2 | -0.2 | -6.3 | CCS(=O)(=O)c1nc(NC(C)=O)n[nH]1
0.4 | 14.1 | 0.9 | 3.8 | 9.2 | -0.6 | 1.2 | -2.6 | -1.5 | COc1ccc(S(=O)(=O)NCCSC(C)(C)C)cc1
0.5 | 7.4 | 1 | -17.1 | 1.2 | 4.4 | 1.2 | -4.5 | -8.7 | CCN(CC)c1nc2c(s1)C(=O)NCCC2
-5.1 | -10.0 | 1 | -8.4 | 8.9 | -4.2 | 1 | 2.1 | -1.3 | CCCN(CCC)C(=O)C1c2ccccc2Oc2ccccc21
-11.9 | 15.7 | 1.4 | 8.3 | 10.9 | -2.9 | x | 1.7 | -8.0 | O=[N+]([O-])c1ccc2c(c1)C(N1CCOCC1)/C(=C/COc1ccc(F)cc1)O2 (stereo unspecified)

Further records.
PLK1 kinase inh | S1P2 blocker | PLAP act | Plk1 PBD FP | HIV Rev-RRE inh | EphB4 ephrin blk | MT1-MMP txn act | FAK inh | S1P2 ag | structure
-9.1 | -5.0 | 1 | -12.2 | 1.8 | -8.2 | 1.1 | 0.6 | -0.7 | O=C(Nc1cccnc1)Nc1ccc(F)c(Cl)c1
0.8 | 0.0 | 1.1 | 5.1 | 3.2 | -1.5 | 1.2 | 2.5 | -3.0 | N#CC1(Nc2ccccc2)C(=O)Nc2ccccc21 (stereo unspecified)
-12.1 | 12.9 | 0.8 | 8.1 | 5.8 | -0.1 | 1.1 | 1.1 | -6.3 | COCCCn1c(SCC(=O)Nc2ccc3c(c2)OCCO3)nnc1-c1ccoc1C
-13.2 | 17.3 | 1.5 | -2.4 | 4.3 | 3.4 | 1 | -4.8 | -0.7 | Cn1cccc1Cc1nnc(SCC(=O)NCC2CCCO2)n1CCc1ccccc1 (stereo unspecified)
-12.8 | 5.0 | 1.4 | 9.7 | 9.7 | 2.9 | x | 0.3 | -3.2 | Cc1cc(Cl)ccc1OC(C)C(=O)N1CCCN(C(=O)C(C)Oc2ccc(Cl)cc2C)CC1 (stereo unspecified)
-8.2 | 4.3 | 1.4 | 0.5 | -5.2 | -4.5 | 1.4 | -4.7 | -0.2 | COc1ccc(S(=O)(=O)Cc2ccc(C(=O)NCCCN(C)c3ccccc3)o2)cc1
-2.0 | -1.8 | 2* | -9.3 | -1.7 | -4.4 | 1.2 | 4.2 | 0.3 | CCOc1ccccc1N(CC(=O)NC1CCCCC1)C(=O)CCCC(=O)Nc1ccccn1
-14.3 | 20.5 | 1 | 27.7 | 0.1 | 3.7 | 1.2 | 0.6 | -3.5 | O=C(Nc1nc(-c2cccnc2)cs1)c1ccc(S(=O)(=O)N2CCOCC2)cc1
-6.3 | 7.7 | x | -18.5 | 5.4 | 5.0 | 1.1 | 0.1 | -11.6 | Cn1c(CN2CCC(C(N)=O)CC2)c(C#N)c2ccccc21
-3.9 | 9.8 | 1 | 9.9 | 11.3 | 3.1 | 1.2 | 3.5 | -8.7 | CCCCSc1nc(NCc2ccco2)c2c3c(sc2n1)COC(C)(C)C3
1.5 | 1.7 | 1.1 | 3.2 | 3.2 | 7.7 | x | 5.0 | -6.5 | N#CCC(=N)N1CCN(c2cccc(Cl)c2)CC1
